HTR5A inv ag = HTR5A inverse agonists in luminescence cell assay, primary screen, counter-screen for OPRM1-OPRD1 heterodimer inverse agonist project, full-deck HTS | 5-hydroxytryptamine receptor 5A (Homo sapiens), P47898 | 340,000 compounds, 0.083% hits | AID 504634, 2011 | HTR5A cell line, inverse agonism | inhibition, % at 9.3 µM; in the data active = inhibition mostly above about 23%, no sharp cut-off; inactive = mostly below about 18%;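 note: 0% = cells with DMSO and 100% = no-cell wells with DMSO; some compounds called inactive have numbers as strong as hits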
Target sequence (P47898 whole entry, looked up): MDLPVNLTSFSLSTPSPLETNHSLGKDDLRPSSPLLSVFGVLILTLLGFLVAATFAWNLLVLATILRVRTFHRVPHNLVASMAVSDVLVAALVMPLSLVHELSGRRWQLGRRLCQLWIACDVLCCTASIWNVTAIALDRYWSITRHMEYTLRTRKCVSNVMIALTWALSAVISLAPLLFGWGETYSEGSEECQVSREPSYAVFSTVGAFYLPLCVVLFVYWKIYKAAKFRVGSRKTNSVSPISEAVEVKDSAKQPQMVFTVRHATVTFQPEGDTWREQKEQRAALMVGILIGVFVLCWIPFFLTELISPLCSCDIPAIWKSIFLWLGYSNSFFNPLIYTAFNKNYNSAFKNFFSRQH
MOR-DOR inv ag = inverse agonists of MOR-DOR heterodimerization, primary screen, cell-based, luminescence; Mu-type opioid receptor (Homo sapiens) + Delta-type opioid receptor (Homo sapiens), …; cell-based MOR-DOR heterodimer luminescence, inverse agonism; inhibition, % at 9.3 µM; 340,000 compounds, 0.21% hits; AID 504357, 2011; in the data active = inhibition above about 22%, passing the limit was not always enough;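 note: 0% = cells with DMSO and 100% = wells without cells with DMSO; values of inactives mirror those of a sister screen read the other way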
Keap1-Nrf2 PPI = Keap1-Nrf2 protein-protein interaction inhibitors, primary screen, biochemical, fluorescence polarization, single point; Keap1 Kelch-Nrf2 peptide fluorescence polarization, 1536-well; 340,000 compounds, 0.15% hits; inhibition, % at 9.4 µM; in the data active = inhibition above about 12%;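 note: human Keap1 Kelch domain with fluorescein labeled Nrf2 9mer peptide probe; 0% = neutral control wells and 100% = peptide positive control; higher means more block of Keap1 binding to Nrf2 peptide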
Target sequence (Q14145 whole entry, looked up, the tested form may be a part): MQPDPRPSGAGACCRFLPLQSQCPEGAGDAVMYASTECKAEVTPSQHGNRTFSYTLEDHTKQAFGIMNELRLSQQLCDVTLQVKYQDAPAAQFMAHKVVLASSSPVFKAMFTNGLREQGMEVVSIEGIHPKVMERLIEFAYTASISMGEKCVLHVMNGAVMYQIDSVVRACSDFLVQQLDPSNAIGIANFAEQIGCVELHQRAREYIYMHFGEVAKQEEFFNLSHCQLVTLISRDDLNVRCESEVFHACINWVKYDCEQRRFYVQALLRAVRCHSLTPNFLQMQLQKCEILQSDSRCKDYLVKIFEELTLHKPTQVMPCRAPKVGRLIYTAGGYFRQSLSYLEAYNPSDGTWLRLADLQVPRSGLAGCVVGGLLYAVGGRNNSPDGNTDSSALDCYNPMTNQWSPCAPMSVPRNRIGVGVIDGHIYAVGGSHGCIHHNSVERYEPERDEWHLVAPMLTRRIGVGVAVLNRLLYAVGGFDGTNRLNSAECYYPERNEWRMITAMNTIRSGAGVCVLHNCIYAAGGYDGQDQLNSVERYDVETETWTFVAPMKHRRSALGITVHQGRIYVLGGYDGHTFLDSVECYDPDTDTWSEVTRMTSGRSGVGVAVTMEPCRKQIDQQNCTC
HTR5A ag = HTR5A agonists in luminescence cell assay, primary screen, counter-screen for OPRM1-OPRD1 heterodimer agonist project, full-deck HTS; 340,000 compounds, 0.61% hits; activation, % at 9.3 µM; cell-based; in the data active = activation mostly above about 9.5%, no sharp cut-off; inactive = mostly below about 7.6%;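 note: 0% = cells with vehicle only and 100% = reference agonist; strong numbers were not always called active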
cardiac RTF act = cardiac RTF calcium sensitivity activators, primary screen, biochemical, IANBD-TnC fluorescence, EC20 calcium | Troponin I, cardiac muscle (Homo sapiens) + Troponin T, cardiac muscle (Homo sapiens) + … | IANBD-labeled TnC RTF fluorescence at EC20 calcium; 0% EC20 calcium, 100% full calcium | activation, % at 7.2 µM | 340,000 compounds, 0.24% hits;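 active = activation above the mean over all tested compounds plus 3 SD, cut at about 30% in these data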;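 note: rise in fluorescence read as greater calcium sensitivity of cardiac thin filaments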
V-ATPase pHluor = regulators of yeast V-ATPase proton pumping, primary screen, pHLuorin cytosolic pH fluorescence | 350,000 compounds, 0.37% hits | response, % at 10 µM | S. cerevisiae; in the data active = response mostly above about 7.3%, no sharp cut-off; inactive = mostly below about 5.4%; note: actives read high; inactives centre near 0; some compounds called inactive have numbers as strong as hits; reference of the scale not given here
MOR-DOR ag = agonists of OPRM1-OPRD1 heterodimerization, primary screen, cell-based, luminescence | cells | Mu-type opioid receptor (Homo sapiens) + Delta-type opioid receptor (Homo sapiens), … | activation, % at 9.3 µM | 340,000 compounds, 0.3% hits; in the data active = activation above about 18%;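 note: 0% = vehicle-treated cells and 100% = reference agonist; values of inactives mirror those of a sister screen read the other way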
RTF Ca sens inh = cardiac RTF calcium sensitivity inhibitors, primary screen, biochemical, IANBD-TnC fluorescence, EC70 calcium; 340,000 compounds, 0.12% hits; Troponin I, cardiac muscle (Homo sapiens) + Troponin T, cardiac muscle (Homo sapiens) + …; IANBD-labeled cardiac RTF, Ca2+ fluorescence; AID 493244, 2011; inhibition, % at 7.15 µM;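 active = inhibition above the mean inhibition of all tested compounds plus 3 SD, cut at about 17% in these data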;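 note: assay run at fixed EC70 calcium of 1.6 mM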
CAL-PDZ inh HTS = untagged CAL PDZ binding inhibitors, primary screen, biochemical, fluorescence polarization, HTS; Golgi-associated PDZ and coiled-coil motif-containing protein (Homo sapiens), Q9HD26; purified CAL PDZ, TMR-peptide fluorescence polarization, 1 h; inhibition, % at 24.9 µM; 300,000 compounds, 0.92% hits; AID 602252, 2012;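 active = mean inhibition of at least 30% with at least half of replicates also reaching 30%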;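 note: 0% = DMSO neutral control and 100% = excess unlabeled competitor peptide PRC23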
LANA DNA inh = inhibitors of KSHV C-LANA binding to DNA, primary screen, biochemical, fluorescence polarization, FAM-LBS DNA, MBP-C-LANA, single point. inhibition, % at 9 µM. 340,000 compounds, 0.078% hits;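 active = highest replicate inhibition at or above 60% at 9 µM, even if other replicates fall short; inactive = all replicates below 60% inhibition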;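 note: 0% = neutral control wells and 100% = 4 µM acridine orange control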
The depositor's hits bear a star; i = inactive; / = not tested or not shown.

Each structure is followed by: HTR5A inv ag, MOR-DOR inv ag, Keap1-Nrf2 PPI, HTR5A ag, cardiac RTF act, V-ATPase pHluor, MOR-DOR ag, RTF Ca sens inh, CAL-PDZ inh HTS, LANA DNA inh
> CC1(C(=O)NCC2CCCO2)Oc2cccnc2NC1=O (stereo unspecified)
    1, 18, 1, 0, -1, -4, -3.6, -3, 6, 1.8
> O=C(NCc1ccccc1)C(=O)NCC1OCCN1S(=O)(=O)c1ccc2c(c1)OCCO2 (stereo unspecified)
    -5, 2, -4, 2, 7, -2, -0.4, -8, -1, 1.4
> COc1cc(C2C3=C(COC3=O)Oc3cc4c(cc32)OCO4)ccc1OC(C)=O (stereo unspecified)
    10, 21, -2, -3, -3, 1, -4.9, -10, 0, 0.4
> N#Cc1cccc(C(=O)OCC(=O)NC(=O)NC2CCCCC2)c1
    14, 8, -2, -6, -9, 9, -1.6, 9, -5, -1.2
> CCOC(=O)C(Cc1ccc(NC(=O)/C(=C\c2ccccc2)NC(=O)c2ccccc2)cc1)N1C(=O)c2ccccc2C1=O (stereo unspecified)
    0, -3, -5, 0, 12, 3, 0.6, -15, 2, 2.9
> CSc1ccc(NC(=O)Nc2cc(C)ccn2)cc1
    -13, 2, 1, 4, 1, 2, -0.4, -3, -3, 0.6
> Cc1cc(C)c(S(=O)(=O)NC2CCN(Cc3ccccc3)CC2)c(C)c1
    -22, -18, 1, -3, 0, 1, 3.5, -2, -3, -0.2
> Cc1onc(-c2ccccc2)c1C(=O)Nc1cc(C(F)(F)F)ccc1N1CCOCC1
    -3, 14, 0, 1, -4, 2, -2.6, -1, 0, 1.4
> O=C(NCCN1CCOCC1)c1cc2sccc2n1Cc1ccc(Cl)cc1
    12, -5, -2, 0, 3, /, 0.9, -2, /, 7.0
> COc1ccc(C(=O)OCC(=O)N2CCc3ccccc3C2)cc1OC
    1, 4, 0, 0, -5, -1, -0.8, -3, /, -3.1
> O=c1cc(-c2ccccc2)nc2nc(SCc3ccccc3)[nH]n12
    -6, 14, 4, -2, 8, -2, -2.4, 4, 0, -1.3
> c1ccc(-c2ccccc2OCCCN2CCCC2)cc1
    14, 18, -4, 3, 0, -6, -3.6, -2, 1, 0.1
> O=C(NCC1CCCO1)c1ccc(Oc2ccc([N+](=O)[O-])cc2Cl)cc1 (stereo unspecified)
    -49, -25, 3, 17*, 5, 3, 3.4, -27, 2, -0.3
> S=C(NCCc1ccccc1)N1CCc2ccccc2C1
    -2, -6, 2, 0, 0, /, 0.9, -3, -5, -0.8
> COc1ccc(OCC(O)Cn2c(N3CCCCC3)nc3c2c(=O)n(C)c(=O)n3C)cc1 (stereo unspecified)
    7, 9, -1, -2, -2, -1, -2.0, 3, 0, 2.1
> Cc1c(Cl)cccc1N1C(=O)CC(N(O)c2ccccc2)C1=O (stereo unspecified)
    -13, -4, -2, -2, 6, 2, 0.7, -4, -2, 0.9
> CCOc1ccc(N(CC(=O)NC2CCCC2)C(=O)CCC(=O)Nc2ccccn2)cc1
    3, 5, 0, -1, 0, 3, -1.2, 3, /, -0.6
> COc1cc(NC(=O)c2ccc(NC3=NC4CS(=O)(=O)CC4S3)cc2)cc(OC)c1 (stereo unspecified)
    -36, 12, 2, -5, -3, -1, -2.2, -2, /, 1.0
> Nc1nc(/C=C/c2ccc(F)cc2)nc(-c2ccccc2O)n1
    9, -10, 2, -2, -18, -9, 2.0, -5, -3, 0.3
> Cc1ccc(S(=O)(=O)N(Cc2cc3cccc(C)c3[nH]c2=O)c2ccccc2)cc1
    11, -6, 3, -3, 0, 4, 1.1, 3, -3, 0.5
> Cc1ccccc1-n1c(C)nnc1SCC(=O)N1CC(=O)Nc2ccccc21
    -5, -6, -3, 2, -6, 0, 0.9, -9, -6, 0.1
> O=C(CCc1ccc(S(=O)(=O)NC2CCCCC2)cc1)N(Cc1ccccc1)Cc1ccccc1
    -34, -7, -1, 5, 3, 1, 1.2, 3, 3, 1.0
> CC1=NN(c2ccccc2)C(=O)C1N=Nc1ccc(N)cc1 (stereo unspecified)
    25, -25, -4, -1, -4, 2, 4.2, 6, -2, 0.4
> CC1(C)CC(NC(=O)C(c2ccccc2)c2ccccc2)CC(C)(C)N1
    7, 14, 1, -2, 2, -1, -2.9, -4, -6, -1.5
> CO/N=C/C(C#N)=C/c1cc(C(=O)c2ccc(F)cc2)cn1C
    -5, 16, 3, 2, -5, 5, -3.3, -5, /, -1.4
> CCOC(=O)C(NC(=O)c1ccccc1Cl)(Nc1sc2c(c1C(N)=O)CCC2)C(F)(F)F (stereo unspecified)
    17, -1, -2, -5, 2, -4, 0.2, 2, -1, 1.3
> COc1ccc(-c2nnc(SCC(=O)c3cccs3)o2)cc1
    -16, 0, -7, 7, 0, 3, -0.1, -8, -2, 3.2
> COc1cccc(Nc2nc(-c3ccccc3)nc3ccccc23)c1
    -12, -17, -3, 3, 3, 2, 3.1, 2, 7, -0.4
> O=c1cc2c(nn1Cc1c(Cl)cccc1Cl)-c1ccccc1CC2
    10, -6, -5, 1, -4, -2, 1.2, 0, -5, -1.8
> COc1c(Cl)cc(C(=O)Nc2ccccc2-c2ccccc2)cc1Cl
    6, -1, 2, -5, -3, 2, 0.2, -9, 1, 1.6
> Cn1c(SCCC#N)nnc1-c1ccc(F)cc1
    4, 19, -3, -2, 0, 2, -4.0, -8, 3, 0.0
> O=C(COC(=O)c1cccc([N+](=O)[O-])c1)NCc1cccs1
    -23, 13, -1, 8, -1, 1, -2.5, 3, 0, -1.1
> C=CCn1c(C)cc(C(=O)COC(=O)/C=C/c2c(C)nn(C3CCS(=O)(=O)C3)c2Cl)c1C (stereo unspecified)
    10, 7, 1, -4, 2, 0, -1.2, -2, -6, -0.1
> CC1(C)CC(=O)C(C2c3ccccc3S(=O)(=O)c3ccccc32)C(=O)C1
    -6, 5, -1, 2, -3, 5, -1.0, 0, -4, -0.4
> O=C(ON=C1CCSCC1)c1ccccc1
    -1, 13, -3, -3, 0, 2, -2.3, 6, -5, -1.1
> CCN(CC(=O)Nc1ccccc1C(=O)Nc1ccccc1)Cc1nc2ccccc2c(=O)[nH]1
    7, 4, 2, -3, -2, -4, -0.9, -8, -1, 1.4
> O=C(COC(=O)c1ccco1)NC1CCCc2ccccc21 (stereo unspecified)
    -1, 14, -2, 1, -1, 2, -3.6, -7, -6, 2.4
> O=C(NCc1ccccc1F)c1cccc(S(=O)(=O)N2CCCCCC2)c1
    1, 2, 1, 0, -2, -8, -0.4, -7, 2, -1.6
> CN(CC(=O)NC1CCCc2ccccc21)S(=O)(=O)c1cccs1 (stereo unspecified)
    -5, -1, 1, 2, 9, 4, 0.2, -7, -1, 1.1
> CN1c2ccc([N+](=O)[O-])cc2C(C)(C)C12C=Cc1cc(C(=O)O)ccc1O2 (stereo unspecified)
    -18, 3, 4, 5, -10, -1, -0.5, 2, 4, -23
> CCOc1ccccc1NC(=O)CCN(c1ccc(C)cc1)S(=O)(=O)c1ccccc1
    2, 8, 2, -1, 4, 0, -1.4, -6, -3, -0.3
> CCc1ccc(NC(=O)Cn2nnc(C(=O)NCc3ccc4c(c3)OCO4)c2N)cc1
    -3, -1, 2, 6, -2, -5, 0.1, 0, /, -1.5
> CC(C)N(Cc1nccn1C)C(=O)c1cc(COc2cccc(C(F)(F)F)c2)on1
    -16, 2, 0, 8, 1, 2, -0.4, -11, -1, 1.1
> N/C(=N\OC(=O)c1ccc(Cl)c([N+](=O)[O-])c1)c1ccccn1
    -27, -78, -2, 5, 2, 0, 16, -9, 4, 0.3
> O=C(c1ccc(Cl)c([N+](=O)[O-])c1)N1CCN(c2ccccn2)CC1
    10, 5, 0, -3, 3, -2, -1.1, -12, -4, -2.1
> O=C(Cn1nc(Cc2cccnc2)c2ccccc2c1=O)N1CCN(C(=O)c2ccco2)CC1
    14, 16, -1, -5, -4, 0, -3.3, 3, -1, 1.0
> Cc1cc(NC(=O)COc2cccnc2[N+](=O)[O-])no1
    2, -5, -3, 0, -2, 9, 1.2, -9, -5, -2.2
> Cc1ccc(C(=O)Nc2ccccc2C(=O)O)cc1S(=O)(=O)Nc1ccccc1
    -5, 3, -4, 1, -4, 3, -0.6, 1, -11, -0.2
> COC(=O)C1=C(C)NC=C([N+](=O)[O-])C1c1ccc(OC)cc1 (stereo unspecified)
    1, 8, -2, 0, -1, 5, -1.1, -2, -2, -1.6
> COc1ccc(-c2nc(CN3CCC(C(=O)NC4CCCC4)CC3)c(C)o2)cc1OC
    1, i, 4, 0, -2, 1, 110*, 8, 0, -1.6
> COc1ccc(OC)c(NC(=O)COC(=O)CCCN=C2NS(=O)(=O)c3ccccc32)c1
    -1, 2, -2, 0, 3, -1, -0.3, -2, 0, 2.6
> CN(CC(=O)Nc1ccc2c(c1)CCC2)CC(=O)Nc1ccccc1Br
    4, -20, -5, -2, 2, -4, 3.8, -13, 12, 1.9
> C[C@@H](NS(=O)(=O)c1ccc(Br)cc1F)[C@@H](O)c1ccccc1
    0, 11, 2, 0, -3, 0, -2.3, -7, -3, 0.0
> COc1ccc(NS(=O)(=O)c2cc(N/C(=N\S(=O)(=O)c3ccccc3)c3ccc(F)cc3)ccc2Cl)cc1
    -36, 1, 1, 14, -6, -1, -0.2, -1, -4, -1.2

With a hit mark in MOR-DOR ag, of those listed so far:
Compound,MOR-DOR inv ag,Keap1-Nrf2 PPI,cardiac RTF act,V-ATPase pHluor,MOR-DOR ag,RTF Ca sens inh,CAL-PDZ inh HTS,LANA DNA inh
COc1ccc(-c2nc(CN3CCC(C(=O)NC4CCCC4)CC3)c(C)o2)cc1OC,i,4,-2,1,110*,8,0,-1.6

4 entries from above, bar-delimited.
Molecule | HTR5A inv ag | MOR-DOR inv ag | Keap1-Nrf2 PPI | HTR5A ag | cardiac RTF act | V-ATPase pHluor | MOR-DOR ag | RTF Ca sens inh | CAL-PDZ inh HTS | LANA DNA inh
CN(CC(=O)Nc1ccc2c(c1)CCC2)CC(=O)Nc1ccccc1Br | 4 | -20 | -5 | -2 | 2 | -4 | 3.8 | -13 | 12 | 1.9
Cc1cc(NC(=O)COc2cccnc2[N+](=O)[O-])no1 | 2 | -5 | -3 | 0 | -2 | 9 | 1.2 | -9 | -5 | -2.2
N/C(=N\OC(=O)c1ccc(Cl)c([N+](=O)[O-])c1)c1ccccn1 | -27 | -78 | -2 | 5 | 2 | 0 | 16 | -9 | 4 | 0.3
CC(C)N(Cc1nccn1C)C(=O)c1cc(COc2cccc(C(F)(F)F)c2)on1 | -16 | 2 | 0 | 8 | 1 | 2 | -0.4 | -11 | -1 | 1.1

Source: PubChem BioAssay (several laboratories)
